Screening results as filed in PubChem BioAssay.
NOD2-RIPK2 inh = inhibitors of human NOD2-RIPK2 interaction; O43353; CHO BLA complementation NOD2-RIPK2, CCF4 ratio; inhibition, % at 4.98 µM; 360,000 compounds, 0.38% hits; AID 624267; in the data active means inhibition above about 21%;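 further: 0% = vehicle only and 100% = reference blocker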
TROY signal inh = inhibitors of TROY-dependent NF-kB signaling | Q293 LMP1-TROYcd NF-kB luciferase reporter, 4 h | inhibition, % at 10 µM | 360,000 compounds, 0.98% hits | AID 1347056;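 active means compounds whose plate-normalised and pattern-corrected inhibition of the luciferase reporter signal at the single screening dose is 50% or more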
TLR9-MyD88 inh = inhibitors of human TLR9-MyD88 binding; Q9NR96+Q99836; CHO BLA complementation TLR9-MyD88, CCF4 FRET ratio; inhibition, % at 4.98 µM; 340,000 compounds, 0.21% hits; AID 504734;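 active means inhibition above the mean over all tested compounds plus 3 SD, cut at about 21% in these data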;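 further: 0% = DMSO only wells and 100% = clavulanate BLA inhibitor control wells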
NR2F2 inh = blocks human COUP-TFII nuclear receptor | P24468 | HEK293T NGFI-A luciferase reporter, luminescence | inhibition, % at 8.6 µM | 370,000 compounds, 0.7% hits | AID 686940;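 active means inhibition above a per-plate cutoff, mean inhibition of test wells between control levels plus 3 SD, cut at about 38% in these data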;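 further: cells cotransfected with COUP-TFII expression vector driving the NGFI-A reporter; 0% = median of COUP-TF2 test wells and 100% = reporter-only cells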
LMP1 NFkB inh = inhibitors of Epstein-Barr LMP1-induced NF-kappaB reporter; LMP1-induced NF-kappaB luciferase reporter cells, luminescence; inhibition, % at 12.5 µM; 350,000 compounds, 0.69% hits; AID 504558; in the data active means inhibition above about 41%;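 further: 0% = neutral control wells and 100% = reference inhibitor control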
SRC2 inh = human SRC2 (NCOA2) inhibition. 370,000 compounds, 0.17% hits. inhibition, % at 9 µM. HEK293 GAL4-SRC2 luciferase reporter, luminescence. Q15596. AID 651957;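 active means inhibition above the mean inhibition of all tested compounds plus 3 SD, set per campaign, cut at about 52% in these data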;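 further: 0% = DMSO treated cells and 100% = cells given Gossypol at 36 µM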
C8 TRAIL sens = caspase-8 TRAIL sensitization. NB7+C8 cells + TRAIL, ATPlite viability luminescence. AID 624354. inhibition (viability loss, TRAIL sensitization), % at 10 µM. 360,000 compounds, 1% hits;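 active means compounds causing at least 50% loss of cell viability in the single-dose screen, relative to plate controls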
NCOA1 inh = inhibitors of human steroid receptor coactivator 1 (SRC1) | HEK293 GAL4-SRC1 luciferase reporter, luminescence | inhibition, % at 3.6 µM | 360,000 compounds, 0.12% hits;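 active means inhibition above the campaign mean plus 3 SD, with each screening campaign given its own cutoff, cut at about 60% in these data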;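 further: 0% = DMSO treated cells and 100% = gossypol at 36 µM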
LRH-1 inv ag = NR5A2 inverse agonism in reporter assay | O00482 | HEK293T StAR-luciferase reporter, LRH-1 transfected, 24 h | AID 602396 | 360,000 compounds, 0.13% hits | inhibition, % at 3.6 µM;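 active means inhibition above the mean inhibition of all tested compounds plus 3 SD, cut at about 73% in these data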;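 further: 0% = DMSO wells and 100% = reporter-only cells lacking LRH-1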
Vif inh = HIV Vif inhibition. HEK293T cells, Vif self-association by quenched fluorescence, imaging, 24 h. inhibition, % at 7.49 µM. 340,000 compounds, 0.35% hits. AID 602346; in the data active means inhibition above about 50%, passing the limit was not always enough; further: some results filed as inactive read as strong as hits
NCOA3 inh = inhibitors of human steroid receptor coactivator 3 (SRC3) | 360,000 compounds, 0.17% hits | inhibition, % at 3.6 µM | AID 588352 | HEK293 GAL4-SRC3 luciferase reporter, luminescence;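 active means inhibition above a per-campaign cutoff, the mean of all compounds plus 3 SD, cut at about 60% in these data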;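 further: 0% = DMSO-treated cells and 100% = gossypol-treated cells at 36 µM; higher means less SRC3-driven luciferase light from the GAL4 reporter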
Numbers without * were called inactive; x = not tested or not shown. The list is partial; count on the stated rates, not on these rows.

Structure	NOD2-RIPK2 inh	TROY signal inh	TLR9-MyD88 inh	NR2F2 inh	LMP1 NFkB inh	SRC2 inh	C8 TRAIL sens	NCOA1 inh	LRH-1 inv ag	Vif inh	NCOA3 inh
N#CC1(c2ccccc2)CCCN1C(=O)c1ccccc1Br (stereo unspecified)	-11	16	-2	6	-3	-24	-10	-16	-23	7	-3
O=C1NC(=O)C2(N1)c1ccccc1-c1ccccc12	-2	-12	3	13	-7	-19	11	-11	5	0	11
CC(/C=N/Nc1nc(N2CCCCC2)nc(N2CCCCC2)n1)=C\c1ccccc1	2	4	-8	-6	-2	-14	-5	7	14	-2	16
Cc1cccc(NC(=S)N2CCN(c3ccccn3)CC2)c1	-2	14	-1	-18	-2	1	5	-13	-13	-3	-8
CCc1ccc(CNC(=O)c2ccc(NC(=O)C3=CSCCO3)cc2)cc1	-4	-36	0	-12	-7	-3	8	-21	-23	-7	-21
COc1cccc(C2CC(c3cccs3)=NN2C(=O)CSC2=NCCS2)c1OC (stereo unspecified)	1	-6	-3	-9	8	-6	20	-25	-2	-6	-18
CC(=O)NCCNc1nc(NCc2ccccc2)nc2ccsc12	-11	-3	x	-17	x	-28	2	2	24	x	11
CC(=O)NC(c1ccccc1)c1nc(-c2cccnc2)cs1 (stereo unspecified)	-1	-7	x	6	x	-24	10	-2	2	-3	-1
c1csc(-c2ccc3nncn3c2)c1	-1	10	x	-3	x	2	-16	-12	13	17	-14
Cc1ccccc1CN1C[C@@H]2C[C@@H](c3ccc4nsnc4c3)N3CCC[C@@]23C1=O	0	22	1	-6	18	-45	-10	9	1	-2	8
Cc1cccc(NC(=O)CSc2nnc(-c3ccco3)n2CC2CCCO2)n1 (stereo unspecified)	-9	3	-12	10	-5	-14	-5	0	10	4	5
S=C(NCC1CCCO1)Nc1ccc(Cl)cc1 (stereo unspecified)	4	-13	-2	7	1	-50	7	-13	-12	11	4
CCn1ncc(Br)c1C(=O)Nc1cc(C)on1	-6	-1	-9	3	-5	1	-10	3	-14	10	-22
O=C(C1CC(=O)N(c2ccc(F)cc2)C1)N1CCCCC1 (stereo unspecified)	4	8	-5	-13	1	7	-11	8	-3	6	0
Cc1ccc(CNC(=O)CN(c2cccc([N+](=O)[O-])c2)S(C)(=O)=O)cc1	1	-1	-7	-6	8	12	-4	3	-2	-5	11
CCOC(=O)[C@H]1[C@H]2COc3ccc(C)cc3[C@@H]2N2C(=O)c3ccc(F)cc3NC(=O)[C@@]12C	-4	5	2	10	-23	-8	0	2	5	0	-19
CCn1c(=O)c(C(=O)Nc2ncccc2O)c(O)c2ccccc21	-6	7	-1	9	-6	23	14	-1	7	-5	11
O=C(NCc1ccncc1)c1csc([C@@H]2C[C@H](O)[C@@H](CO)O2)n1	8	10	x	2	x	8	-7	-1	4	-3	4
O=C(NCCCN1CCN(Cc2ccccc2)CC1)c1nnc(Cc2c(F)cccc2Cl)o1	-6	-1	-8	7	3	-1	10	-14	17	10	16
Cc1ccccc1CCN1CCCC(CN(C)CC(C)(C)C)C1 (stereo unspecified)	-10	-1	4	-1	3	-21	-4	1	-6	19	10
O=C(NCCN1CCCC1)c1cccc(Cl)c1	-7	4	0	3	8	-16	-6	4	11	-5	8
CC(C)C(=O)NC(=S)Nc1ccc(S(=O)(=O)N2CCCC2)cc1	-3	-1	11	4	-6	-14	-3	5	39	-7	21
O=C(CN1C(=O)NC2(CCCCCCC2)C1=O)Nc1ccc(Br)cc1Br	14	-37	-7	4	-4	8	6	-36	5	5	18
Cc1cccc(NC(=O)COc2cccc3c2CCN(C)C3=O)c1C	7	0	4	5	-7	8	-30	-4	40	-6	0
O=C(Nc1nc2c(s1)CCCC2)c1cccs1	3	2	4	-44	5	-31	62*	-96	-109	x	-117
O=C(Nc1ccc(N2CCN(C(=O)c3ccco3)CC2)cc1)c1cc(Br)ccc1Cl	0	39	-2	15	3	19	14	-1	-3	-21	11
Cc1ccc(NC(=O)/C=C/c2ccco2)nc1	11	-35	-4	-78	2	-5	33	-102	-99	51*	-61
COc1cccc(CNC(=O)Cn2c(=O)oc3ccccc32)c1OC	-3	7	5	6	-6	-20	-1	-6	13	x	-2
CCCOC(=O)C1[C@H]2C(=O)N(CCCOC)C[C@]23C=C[C@H]1O3 (stereo partly specified)	-7	-1	3	4	3	-5	-2	1	12	-15	5
O=C(Cn1cc(C(F)(F)F)ccc1=O)NC(c1ccccc1)c1ccccc1	-3	-5	-18	-6	0	4	-7	3	-5	-5	10
Cc1ccc(-n2c(SCC(=O)Nc3cc(C)on3)nc3ccccc3c2=O)cc1	-7	-7	11	-2	4	6	1	0	-10	12	-2
CC(C)C[C@H]1CNC(=O)C(=O)N1C[C@H](Cc1ccc(O)cc1)NC(=O)Cc1ccccc1	-17	-6	x	-16	x	-4	-16	x	2	x	x
Cc1c(C(=O)O)sc(=S)n1CCOc1ccccc1	-10	0	1	3	-3	-6	8	8	30	-1	3
O=C(COc1ccccc1)NNC(=O)c1ccc(Cl)cc1	-7	-16	16	0	-2	5	-7	3	4	3	23
CCOC(=O)c1cnn(-c2ccccc2)c1-c1ccncc1	3	-1	-4	-8	10	-9	-3	14	9	-8	-2
CCCn1c(SC2C(=O)CC(C)(C)CC2=O)nc2c1c(=O)n(C)c(=O)n2C	-3	4	-9	6	2	2	8	-7	-1	-1	-2
Cc1ccc(NC(=O)c2noc3c2CCCCC3)cc1	6	-10	-6	-20	-16	-30	18	-110	-139	-11	-101
O=[N+]([O-])c1ccc(Oc2ncccn2)cc1	-2	-29	x	6	x	-8	-8	7	-1	7	2
CC1(C)N=C(c2cccs2)C(C)(C)N1O	5	-2	-10	-6	-2	10	-9	-8	-14	3	4
Nc1nc2ccc(Cl)cc2o1	-2	-15	0	9	5	-6	-18	1	5	16	-3
CC(=O)N[C@@H](C)C(=O)N1CCN(S(=O)(=O)c2ccc(Cl)cc2)CC1	-2	9	4	-17	6	-3	3	9	-3	x	-1
COc1ccc(NC(=O)CN2CCN(C(=S)NC3CCCC3)CC2)cc1	-8	-13	-2	18	0	-33	-9	6	-8	-11	7
O=C(CCCC(=O)N1CCN(c2cccc(Cl)c2)CC1)c1ccccc1	-2	-40	-10	-19	2	-22	-1	-32	0	0	-4
CCN(CC1COc2ccccc2O1)C(=S)Nc1ccccc1 (stereo unspecified)	-2	7	-2	7	6	-11	-8	-4	9	x	-4
CCc1ccc(N2C(=O)CN(Cc3cc(OC)c(OC)c(OC)c3)C2=S)cc1	0	17	-11	-2	12	-2	9	19	7	0	19
Cc1cc2c(cc1C)C(c1ccccc1OC(C)C)CC(=O)N2 (stereo unspecified)	3	0	-3	0	1	15	26	-5	11	-5	-2
CC(NCc1ccccc1OC1CCCC1)c1ccccc1 (stereo unspecified)	-6	-16	-8	2	-1	28	-20	-6	-8	1	19
C=CCc1ccc(OCCOCCOc2cccc3ccc(C)nc23)c(OC)c1	2	8	0	11	10	5	4	12	2	-14	-9
O=C(CSCc1ccc(F)cc1)Nc1ccc(F)cc1	7	-6	2	5	-4	-22	5	-25	-2	0	-12
NC(=O)c1ccsc1NC(=O)COC(=O)Cc1ccsc1	-5	14	5	14	8	-71	-6	-16	-8	0	12

Further compounds follow.
Structure	NOD2-RIPK2 inh	TROY signal inh	TLR9-MyD88 inh	NR2F2 inh	LMP1 NFkB inh	SRC2 inh	C8 TRAIL sens	NCOA1 inh	LRH-1 inv ag	Vif inh	NCOA3 inh
CSc1nnc2c3ccccc3n(CCc3ccccc3)c2n1	0	28	-2	-33	5	9	21	3	-13	-30	-22
COCC(C)n1c(C)cc(C(=O)COC(=O)C2=NN(c3ccccc3)C(=O)CC2)c1C (stereo unspecified)	-2	-6	-3	x	1	x	8	-11	-1	6	4
O=C(NCCc1ccccc1)c1c[nH]c2ccc(F)cc2c1=O	-4	-10	-5	-12	-4	-19	-3	9	-10	-5	-23
O=C(Nc1nccs1)c1ccc2ccccc2n1	-5	-45	-4	-28	-35	-38	47	-154	-79	-2	-86
Cc1ccccc1C(=O)c1cccn1CC(=O)NCCCN1CCc2ccccc2C1	2	11	6	4	-2	-15	1	-6	16	-7	15
O=C(CN1CCN(CN2C(=O)NC3(CCCCCC3)C2=O)CC1)Nc1ccc(F)cc1	-9	8	-3	-3	1	-1	-4	11	-2	-3	0
O=C(CSc1nnc2ccccn12)N1CCOCC1	-3	10	-10	x	-8	x	-12	-13	-4	17	16
CC(C)Cc1cc(C(=O)Nc2ccc3c(c2)OCO3)no1	-5	-34	1	-56	-38	-40	27	-75	-64	5	-42
COc1ccc(/C=N/N=C(\N)c2nonc2N)cc1	2	-11	-2	-56	1	-38	18	-66	-168	x	-51
CC(=O)C1=C(C)NC(=O)NC1c1ccc2c(c1)OCO2 (stereo unspecified)	0	-7	0	0	-8	2	-6	-17	12	2	5
O=C(NC1CC(=O)c2sccc21)c1ccc(Cl)cc1Cl (stereo unspecified)	-6	-24	-1	-22	-21	-44	-5	-51	-76	1	-34
